Assay outcomes deposited in PubChem BioAssay by The Scripps Research Institute Molecular Screening Center.
OX1R antag-1 – OX1R (human) antagonism | inhibition, % at 6.6 µM | O43613 | OX1R-expressing cells, FRET antagonist read-out | actives 1.8% (n = 330,000) | AID 485270; in the data active = inhibition mostly above about 38%, no sharp cut-off; inactive = mostly below about 40%;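 also: 0% = agonist challenge alone and 100% = reference antagonist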
Target sequence (O43613 whole entry, looked up): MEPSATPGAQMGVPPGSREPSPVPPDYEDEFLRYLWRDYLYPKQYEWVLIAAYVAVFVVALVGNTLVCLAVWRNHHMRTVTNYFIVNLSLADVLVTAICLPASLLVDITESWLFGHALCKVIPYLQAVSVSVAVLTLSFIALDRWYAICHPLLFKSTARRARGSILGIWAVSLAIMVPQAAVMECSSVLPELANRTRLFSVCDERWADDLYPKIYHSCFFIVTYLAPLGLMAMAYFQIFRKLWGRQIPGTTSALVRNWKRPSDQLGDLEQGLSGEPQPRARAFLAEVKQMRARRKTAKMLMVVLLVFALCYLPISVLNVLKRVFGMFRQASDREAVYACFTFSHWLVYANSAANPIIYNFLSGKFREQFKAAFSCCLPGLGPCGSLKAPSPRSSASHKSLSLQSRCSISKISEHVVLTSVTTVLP
OX1R antag-2 – antagonists of human orexin 1 receptor. actives 0.43% (n = 330,000). O43613. AID 434989. CHO/OX1R cells, Fluo-8 calcium fluorescence, orexin A. inhibition, % at 5 µM;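 active = inhibition above its plate's threshold, mean inhibition of all tested compounds on the plate plus 3 SD, cut at about 37% in these data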;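 also: 0% = orexin A challenge wells and 100% = SB-334867-A antagonist wells; not every result past the cut was called active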
Starred values were filed as active, the others as inactive.

Screening CC1CCc2nc3ccccc3c(C(=O)OCC(=O)NC3CCS(=O)(=O)C3)c2C1 (stereo unspecified) returned OX1R antag-1 26 and OX1R antag-2 -23.
For COc1ccc(NC(=O)CN(C)C(=O)c2cccnc2Sc2ccc(C)c(C)c2)cc1 the results were OX1R antag-1 17 and OX1R antag-2 -42.
For COc1ccc(C(=O)Nc2ccc(OCc3ccccc3)cc2)cc1[N+](=O)[O-] the results were OX1R antag-1 15 and OX1R antag-2 -5.
Screening Cc1ccc(-c2nn(C)c(=O)c3ccccc23)cc1CNC(=O)c1ccco1 returned OX1R antag-1 27 and OX1R antag-2 -30.
Screening Cc1nc2ccccn2c1C(=O)OCC#N returned OX1R antag-1 2 and OX1R antag-2 -3.
For CCNc1nc(Oc2ccc(C(=O)OC)cc2)nc(SC)n1 the results were OX1R antag-1 15 and OX1R antag-2 -8.
`O=[N+]([O-])c1cc(Cl)cc2c1nc(NCCO)c1ccccc12` gave OX1R antag-1 -7 and OX1R antag-2 -29.
Screening CCOc1ccccc1N(CC(=O)NC1CCCC1)C(=O)CCC(=O)Nc1cc(C)on1 returned OX1R antag-1 13 and OX1R antag-2 -15.
COCCCNc1oc(-c2ccccc2Cl)nc1C#N was read as OX1R antag-1 10 and OX1R antag-2 -16.
For C#CCOCCOCCOCCNc1nc(N2CCN(C(=O)Cn3cc(CC(C)O)nn3)CC2)nc(N2CCN(C(=O)[C@H](C)n3cc(CCCN=C(N)N)nn3)CC2)n1 (stereo partly specified) the results were OX1R antag-1 12 and OX1R antag-2 -10.
C=CCOc1ccc(/C=N/NC(=O)C(C)Sc2ccccn2)cc1OC (stereo unspecified) was read as OX1R antag-1 18 and OX1R antag-2 -22.
Screening Cc1cccc(OCC(=O)Nc2cc(NC(=O)COc3cccc(C)c3C)cc(C(=O)O)c2)c1C returned OX1R antag-1 11 and OX1R antag-2 -10.
COc1ccc(S(=O)(=O)N(CC(=O)NCc2ccccn2)c2ccc(Cl)cc2)cc1 was read as OX1R antag-1 14 and OX1R antag-2 -18.
Cc1ccc(NC(=O)c2c(F)cccc2Cl)cc1NS(C)(=O)=O was read as OX1R antag-1 10 and OX1R antag-2 4.
Screening O=C(CNC(=O)c1ccc(Cl)cc1Cl)OCN1C(=O)c2ccccc2C1=O returned OX1R antag-1 13 and OX1R antag-2 -2.
O=C(N/N=C/c1ccc(F)cc1)c1sccc1OCc1ccc(F)cc1 was read as OX1R antag-1 20 and OX1R antag-2 -28.
CSC1=C(C#N)C(c2ccc(C)s2)CC(=O)N1 (stereo unspecified) was read as OX1R antag-1 1 and OX1R antag-2 -10.
`O=C(CCC1=NS(=O)(=O)c2ccccc2N1)NC1CCCCCCC1` gave OX1R antag-1 29 and OX1R antag-2 -32.
`CCOC(=O)c1cnc2ccc(OC)cc2c1NCCN1CCOCC1` gave OX1R antag-1 21 and OX1R antag-2 -19.
Screening Cc1ccc(S(=O)(=O)N(C)c2ccc3sc(C)nc3c2)cc1 returned OX1R antag-1 6 and OX1R antag-2 -20.
NC(=O)CC(NC(=O)Cc1ccc(Br)cc1)c1ccc(NCCc2ccc(F)cc2)c([N+](=O)[O-])c1 (stereo unspecified) was read as OX1R antag-1 23 and OX1R antag-2 -5.
For COC(=O)c1c(NC(=O)C2CCCCC2)sc2c1CC(C)(C)NC2(C)C the results were OX1R antag-1 14 and OX1R antag-2 -28.
Screening COC(=O)c1cc(S(=O)(=O)N(C)Cc2ccco2)c[nH]1 returned OX1R antag-1 6 and OX1R antag-2 -2.
Screening CN(C)CCCn1c(N)c(S(=O)(=O)c2ccccc2)c2nc3ccccc3nc21 returned OX1R antag-1 3 and OX1R antag-2 -31.
For O=C(Nc1ccccc1N1CCOCC1)c1cccc(S(=O)(=O)N2CCOCC2)c1 the results were OX1R antag-1 0 and OX1R antag-2 -18.
For COc1cccc(-c2nn(-c3ccc(C)cc3)cc2C(=O)N2CCN(C3CCS(=O)(=O)C3)CC2)c1 (stereo unspecified) the results were OX1R antag-1 9 and OX1R antag-2 -21.
For COc1ccc(CN2CC[C@H]3C=CC[C@@H](C(=O)N4CCOCC4)[C@H]3C2=O)cc1OC the results were OX1R antag-1 28 and OX1R antag-2 -8.
COc1cccc(NC(=O)CSc2nnc(-c3ccco3)c(-c3ccco3)n2)c1 was read as OX1R antag-1 25 and OX1R antag-2 -8.
Screening COc1cccc(OC)c1C(=O)NC(=S)NNC(=O)[C@H]1C[C@@H]1c1ccccc1 returned OX1R antag-1 2 and OX1R antag-2 -2.
For CNC(=O)c1cccc(N2CCCC2=O)c1 the results were OX1R antag-1 9 and OX1R antag-2 8.
Screening COc1ccc(-c2nc(CSCC(=O)NC3CC3)c(C)o2)cc1OC returned OX1R antag-1 8 and OX1R antag-2 -9.
Screening O=C1CCCCN1CCc1c[nH]c2ccccc12 returned OX1R antag-1 15 and OX1R antag-2 -12.
`CCN(CC)c1ccc(/C=N/N2CCN(Cc3ccccc3)CC2)cc1` gave OX1R antag-1 25 and OX1R antag-2 -30.
`Cc1ccccc1C(=O)NC[C@@H]1CCCN2CCCC[C@H]12` gave OX1R antag-1 16 and OX1R antag-2 -21.
For CC(=O)Nc1ccc(-c2csc(NC(=O)C3CCN(S(=O)(=O)c4cccs4)CC3)n2)cc1 the results were OX1R antag-1 2 and OX1R antag-2 6.
`Clc1ccc(OCc2nn3c(C4CCCCC4)nnc3s2)c(Cl)c1` gave OX1R antag-1 8 and OX1R antag-2 -8.
For Cc1ccc(NC(=O)COc2ccc(Br)cn2)cc1 the results were OX1R antag-1 6 and OX1R antag-2 -12.
Cc1cc(C)n(Cc2nc3ccccc3n2C)n1 was read as OX1R antag-1 11 and OX1R antag-2 -19.
CC(C)NC(=O)Nc1cccc2c1O[C@H](CN(C)C(=O)Nc1ccc(C(F)(F)F)cc1)[C@@H](C)CN([C@H](C)CO)C2=O was read as OX1R antag-1 7 and OX1R antag-2 -8.
NC(=O)c1nsc(C(=O)N(CC(=O)NC2CCCC2)c2cnc3ccccc3c2)c1N was read as OX1R antag-1 13 and OX1R antag-2 -13.
Screening COc1ccc(C(CNC(=O)Cc2ccccc2)N2CCCCC2)cc1 (stereo unspecified) returned OX1R antag-1 20 and OX1R antag-2 -26.
COc1ccc(/C=C/C(=O)NCC(=O)N/N=C/c2cc(Br)ccc2OCc2ccccc2)cc1 was read as OX1R antag-1 15 and OX1R antag-2 -21.
Screening C=C(C)c1cccc(C(C)(C)NC(=O)N2CCN(CC)CC2)c1 returned OX1R antag-1 12 and OX1R antag-2 -9.
`COc1ccc(CC(=O)NC(C)c2nnc(SCC(=O)c3ccc(Br)cc3)n2C)cc1` (stereo unspecified) gave OX1R antag-1 4 and OX1R antag-2 -13.
Screening COc1ccc(C2NC(C(=O)O)Cc3c2[nH]c2ccccc32)cc1CN1CCN(c2ccc(F)cc2)CC1 (stereo unspecified) returned OX1R antag-1 4 and OX1R antag-2 -24.
`Cc1ccc(C(=O)CSc2cc(C)[nH]c(=O)n2)cc1` gave OX1R antag-1 12 and OX1R antag-2 -12.
Screening CC(C)C(=O)NN(C(=O)C(C)C)c1nc2ccccc2s1 returned OX1R antag-1 25 and OX1R antag-2 -114.
C[C@H](NC(=O)c1ccccc1)C(=O)N1CCN(c2ccccc2)CC1 was read as OX1R antag-1 11 and OX1R antag-2 -23.

Among those listed so far, these have a COOH group:
Screening Cc1cccc(OCC(=O)Nc2cc(NC(=O)COc3cccc(C)c3C)cc(C(=O)O)c2)c1C returned OX1R antag-1 11 and OX1R antag-2 -10.
Screening COc1ccc(C2NC(C(=O)O)Cc3c2[nH]c2ccccc32)cc1CN1CCN(c2ccc(F)cc2)CC1 (stereo unspecified) returned OX1R antag-1 4 and OX1R antag-2 -24.

Continued:
For COc1ccccc1C1(O)CCN(CC(=O)Nc2nc(-c3ccccc3)cs2)CC1 the results were OX1R antag-1 2 and OX1R antag-2 -20.
Screening COC(=O)[C@]1(C)CCC[C@@]2(C)C3CC[C@@]4(C)C[C@]3(CC[C@H]12)C[C@H]4O (stereo partly specified) returned OX1R antag-1 -6 and OX1R antag-2 -10.
`O=C(Nc1ccc(F)cc1F)N1CCCCC1c1cccnc1` (stereo unspecified) gave OX1R antag-1 6 and OX1R antag-2 -8.
O=C(Cn1ccc(NC(=O)OCc2ccccc2)nc1=O)NCc1ccc2[nH]ccc2c1 was read as OX1R antag-1 7 and OX1R antag-2 -22.
Screening Nc1nc(CSC(=S)N2CCN(c3ccccc3)CC2)nc(Nc2ccccc2)n1 returned OX1R antag-1 59 and OX1R antag-2 -7.
CCOC(=O)c1cnn2c1[nH]c(=O)c1ccccc12 was read as OX1R antag-1 13 and OX1R antag-2 4.
Screening CC(=NNC(=O)c1cccc(S(=O)(=O)N2CCCC2)c1)c1ccccc1 returned OX1R antag-1 6 and OX1R antag-2 -12.
`COc1ccc(OCC(=O)Nc2nccs2)cc1` gave OX1R antag-1 3 and OX1R antag-2 -9.
`COc1ccc(CN2CCN(C(=O)c3cccc(OC)c3OC)CC2)cc1OC` gave OX1R antag-1 6 and OX1R antag-2 -11.
Cn1c(SCc2nc(-c3ccc(Cl)cc3)no2)nnc1-c1ccccc1 was read as OX1R antag-1 8 and OX1R antag-2 -10.
Screening CC(C)NC(=O)CN1CCN(Cc2nc(C(c3ccccc3)c3ccccc3)no2)CC1 returned OX1R antag-1 27 and OX1R antag-2 -21.
Screening COC(=O)c1cccc(NC(=O)COC(=O)CSc2nc(C)cc(C)n2)c1 returned OX1R antag-1 12 and OX1R antag-2 -2.

Taken from the entries so far (6 entries):
Screening CC(=NNC(=O)c1cccc(S(=O)(=O)N2CCCC2)c1)c1ccccc1 returned OX1R antag-1 6 and OX1R antag-2 -12.
`COc1ccc(OCC(=O)Nc2nccs2)cc1` gave OX1R antag-1 3 and OX1R antag-2 -9.
`COc1ccc(CN2CCN(C(=O)c3cccc(OC)c3OC)CC2)cc1OC` gave OX1R antag-1 6 and OX1R antag-2 -11.
Cn1c(SCc2nc(-c3ccc(Cl)cc3)no2)nnc1-c1ccccc1 was read as OX1R antag-1 8 and OX1R antag-2 -10.
Screening CC(C)NC(=O)CN1CCN(Cc2nc(C(c3ccccc3)c3ccccc3)no2)CC1 returned OX1R antag-1 27 and OX1R antag-2 -21.
Screening COC(=O)c1cccc(NC(=O)COC(=O)CSc2nc(C)cc(C)n2)c1 returned OX1R antag-1 12 and OX1R antag-2 -2.

Other structures:
Screening Cc1ccccc1Nc1nnc(SCC(=O)NC2CCCc3ccccc32)s1 (stereo unspecified) returned OX1R antag-1 37 and OX1R antag-2 -9.
Screening CS(=O)(=O)Oc1ccccc1/C=C1/N=C(c2ccc(F)cc2)OC1=O returned OX1R antag-1 2 and OX1R antag-2 0.
`O=C(NCc1ccco1)c1cc(-c2ccccn2)nc2ccccc12` gave OX1R antag-1 20 and OX1R antag-2 -21.
Screening COc1ccc(S(=O)(=O)NC2CC(=O)N(c3ccc(C)c(C)c3)C2)cc1C (stereo unspecified) returned OX1R antag-1 8 and OX1R antag-2 -8.
Screening CCN(CCO)c1nc(SC)nc2c1sc1nc(-c3ccco3)c3c(c12)CCC3 returned OX1R antag-1 9 and OX1R antag-2 -19.
`Cc1ccc(NC(=O)CCc2nnc3ccc(NCc4ccco4)nn23)cc1` gave OX1R antag-1 15 and OX1R antag-2 -23.
Screening COC(=O)c1[nH]c(C)c(/C(O)=C2\C(=O)C(=O)N(CCN(C)C)C2c2cccs2)c1C (stereo unspecified) returned OX1R antag-1 5 and OX1R antag-2 -1.
`CC(C)(C)SCCNS(=O)(=O)c1ccccc1` gave OX1R antag-1 19 and OX1R antag-2 -9.
Screening CCOCCCN1C(=O)CN(C2CCCCC2)C(=O)C1c1ccc(OCC)c(OC)c1 (stereo unspecified) returned OX1R antag-1 11 and OX1R antag-2 -6.
Screening Cc1cccc(C(=O)OCC(=O)Nc2ccc(N3CCCCC3)cc2)c1O returned OX1R antag-1 14 and OX1R antag-2 -13.
`Cc1cccc(C)c1N(CC(=O)N1CCN(C)CC1)S(C)(=O)=O` gave OX1R antag-1 2 and OX1R antag-2 -8.
For CCOC(=O)N1CCN(C(=O)CSCC(=O)Nc2nc(-c3ccc(OC)cc3)cs2)CC1 the results were OX1R antag-1 5 and OX1R antag-2 -27.
For O=C(Nc1ccc2ccccc2n1)c1ccccc1Br the results were OX1R antag-1 42* and OX1R antag-2 -3.
CCc1nn(CC(=O)NCCN2CCN(C)CC2)c(=O)c2cc3c(OC)cccc3n12 was read as OX1R antag-1 14 and OX1R antag-2 -15.
O=C(Nc1cccc(F)c1)/C(=C\c1ccco1)NC(=O)c1ccco1 was read as OX1R antag-1 26 and OX1R antag-2 3.
For CCC(C)(C(=O)NC1CCCCC1)N(C(=O)c1ccccn1)c1ccccc1 (stereo unspecified) the results were OX1R antag-1 23 and OX1R antag-2 -34.
Screening O=C(NCCCn1ccnc1)C(=O)c1c[nH]c2ccccc12 returned OX1R antag-1 5 and OX1R antag-2 -4.
Screening COc1ccc(C(=O)N2CCN(c3ccc([N+](=O)[O-])c(-n4nc(C)cc4C)c3)CC2)cc1 returned OX1R antag-1 14 and OX1R antag-2 -22.
For Nc1n[nH]c(N)c1N=Nc1cccc(C(F)(F)F)c1 the results were OX1R antag-1 0 and OX1R antag-2 -4.
For Cc1cc(CSCc2ccc(Cl)cc2)no1 the results were OX1R antag-1 8 and OX1R antag-2 -7.
Screening CC1(C)CC2CC(C)(CN2S(=O)(=O)c2cccc(C(=O)OCC(N)=O)c2)C1 (stereo unspecified) returned OX1R antag-1 8 and OX1R antag-2 -27.
Screening Cc1ccc(N2CC(C(=O)NCc3n[nH]c(=O)c4ccccc34)CC2=O)cc1C (stereo unspecified) returned OX1R antag-1 15 and OX1R antag-2 -19.
Screening COc1ccc(S(=O)(=O)N2CCCCC2)cc1NC(=O)C1CCCO1 (stereo unspecified) returned OX1R antag-1 9 and OX1R antag-2 -11.
`Nn1c(Nc2ccccc2)nc2ccccc2c1=O` gave OX1R antag-1 29 and OX1R antag-2 -6.
Cc1ccc2nc(-c3ccc(-c4ccccn4)s3)cn2c1 was read as OX1R antag-1 11 and OX1R antag-2 -25.
Screening Cc1ccc(-n2cccc2C(=O)NS(=O)(=O)c2ccc(C)cc2)cc1 returned OX1R antag-1 8 and OX1R antag-2 -11.
